STK33 kinase inh: human STK33 kinase inhibition; Q9BYT3; purified STK33, MBP phosphorylation, ADP-Glo luminescence; inhibition, % at 10 µM; 320,000 compounds, 0.073% hits;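 active means inhibition at or above 25%, using the most active replicate where run in duplicate; inactive means inhibition below 25%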
Target sequence (Q9BYT3 whole entry, looked up): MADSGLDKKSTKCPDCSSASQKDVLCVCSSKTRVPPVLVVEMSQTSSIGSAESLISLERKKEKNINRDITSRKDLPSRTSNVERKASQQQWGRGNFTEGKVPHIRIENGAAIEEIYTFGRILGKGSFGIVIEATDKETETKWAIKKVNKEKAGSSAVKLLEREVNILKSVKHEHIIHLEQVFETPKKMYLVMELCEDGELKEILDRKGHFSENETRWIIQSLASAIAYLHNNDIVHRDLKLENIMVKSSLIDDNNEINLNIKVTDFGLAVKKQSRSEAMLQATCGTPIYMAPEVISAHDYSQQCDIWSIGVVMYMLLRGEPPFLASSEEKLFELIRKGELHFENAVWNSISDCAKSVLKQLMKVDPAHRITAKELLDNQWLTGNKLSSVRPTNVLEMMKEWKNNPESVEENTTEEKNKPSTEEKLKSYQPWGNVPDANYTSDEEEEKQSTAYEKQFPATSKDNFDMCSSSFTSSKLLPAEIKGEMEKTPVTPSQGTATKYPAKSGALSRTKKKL
An asterisk follows results filed as active. These rows are one share of the data; count on the stated rates, not on these rows.

STK33 kinase inh | compound
0.2 | CCN(C[C@H]1N[C@@](C)(C(=O)OC)[C@H]2C(=O)N(Cc3ccccc3)C(=O)[C@@H]12)C(=O)Nc1ccc(OC)cc1
0.2 | Cc1cnc(C(=O)OCC(=O)N(Cc2ccccc2)C(C)(C)C)cn1
0.4 | Cc1cccc(C(=O)OCC(=O)N2CCCCCC2)c1C
-4.6 | COc1cccc(-c2ncc3ccccc3c2COC(=O)CCCC(=O)O)c1
-0.9 | C[C@@H]1COC(=O)[C@H](Cc2ccc(F)cc2)CC/C=C/C[C@@H](CC(=O)N[C@H](CO)Cc2ccccc2)C(=O)N1
13 | COc1cc(/C=C(\C#N)C(=O)c2ccc(O)c(O)c2)cc(I)c1O
0.9 | COc1ccc(C(=O)N2CCN(c3ncccn3)CC2)cc1S(=O)(=O)N1CCOCC1
1.1 | CN(CC(=O)Nc1cccc(F)c1)C(=O)CN1c2cccc3cccc(c23)S1(=O)=O
0.7 | COc1ccc(Cl)cc1NC(=O)CN(C)CC(=O)NCc1ccc(F)cc1
0.2 | Cc1c(NS(=O)(=O)c2cccc(C(=O)N3CCCC3)c2)c(=O)n(-c2ccccc2)n1C
-2.3 | CO[C@@]1(NC(=O)C2SC(=C(C(N)=O)C(=O)O)S2)C(=O)N2C(C(=O)O)=C(CSc3nnnn3C)CS[C@@H]21 (some centres not stated)
-1.6 | COc1ccccc1C(=O)N(C)CC(=O)Nc1ccc(N2CCOCC2)cc1
0.1 | CCOc1cc(C(=O)N(C)CC(=O)Nc2cccc3ccccc23)ccc1OC
0.2 | Cc1ccc(C(=O)COC(=O)c2ccc(Cl)c(N)c2)s1
-0.3 | CN(CC(=O)Nc1cccc(F)c1)C(=O)c1cn(-c2ccccc2)nc1-c1ccc(Cl)cc1
-0.7 | COC(=O)C1CC(O)CN1S(=O)(=O)c1ccc2ccccc2c1 (configuration not stated)
-2.5 | Cn1c(CC(=O)NNC(=O)c2ccc(Cl)nc2)nc2ccccc21
-0.1 | CCOCc1c(C(=O)N2CCN(Cc3ccc(Br)s3)CC2)oc2ccccc12
0.7 | Cc1ccc(SCCC(=O)N2CCN(S(=O)(=O)c3ccccc3)CC2)cc1
-2.7 | COC(=O)[C@]1(Cc2ccccc2)N[C@H](CN(C)C(=O)Nc2ccc(F)cc2)[C@@H]2C(=O)N(Cc3ccccc3)C(=O)[C@@H]21
-1.1 | CCCCN(C(=O)CC1CCCCC1)c1c(N)n(CC(C)C)c(=O)[nH]c1=O
0.2 | CN(CC(=O)Nc1cc(S(=O)(=O)N2CCCCCC2)ccc1Cl)Cc1ccc2c(c1)OCO2
-1.8 | O=C(CCNS(=O)(=O)c1cccs1)N1CCN(c2cccc(C(F)(F)F)c2)CC1
0.1 | CCOC(=O)c1ccc(S(=O)(=O)N2CCN(CCc3ccncc3)CC2)cc1
0.1 | O=C(CN1CCN(c2ccc(O)cc2)CC1)NCC(=O)Nc1ccc(F)c(F)c1F
-0.8 | O=C(NCc1ccc(F)cc1)c1cccc2c1C(=O)c1ccc(N3CCOCC3)cc1S2(=O)=O
-0.7 | CCCCNC(=O)N(O)C1N(/N=C/c2ccco2)C(=S)SC1(C)C (configuration not stated)
0.5 | COCCCNC(=O)CC1C[C@H](C(=O)N(C(C)C)C(C)C)[C@@]2(C)c3[nH]c4ccccc4c3CCN2C1=O (some centres not stated)
-3.0 | CC(C)C(NC(=O)c1c(F)cccc1F)C(=O)N1CCN(c2ncccn2)CC1 (configuration not stated)
-2.1 | Cc1cc(C(=O)NNCc2ccccc2)no1

6 of these compounds, reformatted.
SMILES	STK33 kinase inh
CCOC(=O)c1ccc(S(=O)(=O)N2CCN(CCc3ccncc3)CC2)cc1	0.1
C[C@@H]1COC(=O)[C@H](Cc2ccc(F)cc2)CC/C=C/C[C@@H](CC(=O)N[C@H](CO)Cc2ccccc2)C(=O)N1	-0.9
Cc1cccc(C(=O)OCC(=O)N2CCCCCC2)c1C	0.4
COC(=O)[C@]1(Cc2ccccc2)N[C@H](CN(C)C(=O)Nc2ccc(F)cc2)[C@@H]2C(=O)N(Cc3ccccc3)C(=O)[C@@H]21	-2.7
COc1ccc(C(=O)N2CCN(c3ncccn3)CC2)cc1S(=O)(=O)N1CCOCC1	0.9
CN(CC(=O)Nc1cccc(F)c1)C(=O)c1cn(-c2ccccc2)nc1-c1ccc(Cl)cc1	-0.3

The list goes on:
STK33 kinase inh | compound
-0.9 | O=C(CNS(=O)(=O)c1ccccc1)OCC(=O)c1c[nH]c2ccccc12
0.4 | O=C(c1cc(F)c(F)c(F)c1F)N1CCN(C(=O)C2CCCO2)CC1 (configuration not stated)
-0.5 | COc1ccccc1CCNC(=O)c1ccc(NC(=O)CC2SC(N3CCCCC3)=NC2=O)cc1 (configuration not stated)
-1.4 | CC(C)NC(=O)Nc1cccc2c1O[C@H](CN(C)S(C)(=O)=O)[C@@H](C)CN([C@H](C)CO)C2=O
-0.1 | COc1ccc(-c2c(-c3cc(OC)cc(OC)c3)sc3ccc(OC)cc23)cc1
-0.3 | COc1cc(C(=O)NNC(=O)CN2C(=O)NC(C)(c3ccc(C)cc3)C2=O)cc(OC)c1OC (configuration not stated)
-1.9 | CCN(CC)S(=O)(=O)c1ccc(N2CCCC2)c(NC(=O)c2ccc([N+](=O)[O-])o2)c1
-0.7 | COc1ccc(NC(C)=O)cc1S(=O)(=O)N1CCN(Cc2cccs2)CC1
0.0 | COc1ccc(NC(=O)Nc2ccc3c(c2)CC(=O)N([C@H](C)CO)C[C@H](C)[C@H](CN(C)Cc2ccc(C(=O)O)cc2)O3)cc1
-0.2 | Cc1ccccc1S(=O)(=O)NCc1cccnc1
0.9 | Cc1sc2nc(N)sc2c1C
-0.7 | COc1ccc(C(=O)OCC(=O)NC(=O)Nc2ccccc2F)c(OC)c1
-1.4 | CCOc1ccc(NS(=O)(=O)c2cc(C(=O)NCCCN3CCCC3=O)ccc2C)cc1
-0.9 | Cc1ccc2c(c1)C1C[N+](C)(CC(=O)c3ccccc3)CCC1N2C(=O)c1ccccc1Cl (configuration not stated)
0.1 | COc1ccc(-c2oc(=O)c3cc(OC)c(OC)cc3c2/C=C/c2ccc(OC(C)=O)cc2)cc1
-1.5 | Cc1ccnc2nc(C(=O)OCC(=O)N(Cc3ccccc3)C(C)C)nn12
0.7 | COc1ccc(C(CNC(=O)c2cccc(S(=O)(=O)N3CCOCC3)c2)N2CCCC2)cc1 (configuration not stated)
-1.9 | Cc1ccnc2nc(C(=O)OCC(=O)c3ccc(NC(=O)CC(C)C)cc3)nn12
-0.5 | O=C1c2ccc(Cl)cc2S(=O)(=O)c2cccc(C(=O)N3CCN(c4ncc(Br)cn4)CC3)c21
1.6 | CCCCN1CCNC[C@@H]1c1ccccc1
0.3 | CCOc1cc(-c2sc(Nc3ccc(CC)cc3)n[n+]2-c2ccccc2)ccc1OC
-1.2 | C=CCn1c(C)cc(C(=O)CSc2nc3ccccc3c(=O)[nH]2)c1C
-1.7 | O=C(NCC(=O)N1CCCCCCC1)c1ccco1
-0.2 | CC/C=C(/NC(C)=O)c1ccccc1
-0.3 | Cc1ccc(C(=O)OCc2cc(=O)n3ccsc3n2)s1
-1.4 | CC(NC(=O)C(C)N1CCN(S(=O)(=O)c2ccccc2)CC1)c1ccccc1 (configuration not stated)
-1.4 | CC(C)CC1NC(=O)N(CC(=O)N(C)C2CCCCC2)C1=O (configuration not stated)
0.3 | CNC[C@@H]1Oc2ccc(NC(=O)Nc3ccccc3)cc2C(=O)N([C@@H](C)CO)C[C@H]1C
-0.4 | CC(C)(C)OC(=O)C[C@H]1C/C=C\C[C@@H](CC(=O)NCCO)C(=O)NC[C@H](c2ccccc2)OC1=O
-1.4 | COc1cccc([C@@H]2Oc3ccc(OC)cc3C(=O)[C@H]2OC(=O)Nc2cc(OC)c(OC)c(OC)c2)c1

Reprinted at random: 4 compounds from above.
STK33 kinase inh | compound
0.3 | CCOc1cc(-c2sc(Nc3ccc(CC)cc3)n[n+]2-c2ccccc2)ccc1OC
-0.1 | COc1ccc(-c2c(-c3cc(OC)cc(OC)c3)sc3ccc(OC)cc23)cc1
-0.7 | COc1ccc(C(=O)OCC(=O)NC(=O)Nc2ccccc2F)c(OC)c1
-0.5 | COc1ccccc1CCNC(=O)c1ccc(NC(=O)CC2SC(N3CCCCC3)=NC2=O)cc1 (configuration not stated)

Later entries.
STK33 kinase inh | compound
2.5 | COc1ccc(CC(=O)OCCc2cc3cc(OC)c(OC)cc3c(=O)o2)cc1
-1.2 | CN(C)C(CNS(=O)(=O)c1ccc(Cl)cc1F)c1ccco1 (configuration not stated)
-0.1 | Cc1ccccc1NC(=O)Cc1nc(COC(=O)Cc2ccccc2F)cs1
-0.7 | CSCCC(NC(=O)c1ccco1)C(=O)NCC(c1ccccc1)N(C)C (configuration not stated)
-0.5 | COc1cccc(CNC(C)C(=O)Nc2ccc(S(=O)(=O)N3CCCC3)cc2)c1 (configuration not stated)
-1.1 | NS(=O)(=O)c1ccc(CCNC(=O)COC(=O)COc2cccc(C(F)(F)F)c2)cc1
-1.8 | C[C@H](CO)N1C[C@H](C)[C@@H](CN(C)Cc2ccc(-c3ccccc3)cc2)Oc2c(NC(=O)Cc3ccccc3)cccc2C1=O
-1.5 | NC(=O)C1CCCN(CC(=O)Nc2cc(S(=O)(=O)N3CCOCC3)ccc2N2CCCC2)C1 (configuration not stated)
0.5 | Cc1cccc(C)c1NC(=O)COC(=O)[C@@H]1CCCN1C(=O)c1cccs1
-1.7 | CCN(CC)S(=O)(=O)c1ccc(N2CCOCC2)c(NS(=O)(=O)c2cccs2)c1
-1.1 | O=C(CCNC(=O)c1ccccc1Cl)NCc1ccco1
-0.4 | Cc1ccc(CC(=O)Nc2ccc(S(=O)(=O)N3CCOCC3)cc2)cc1C
-0.1 | CCN1CCN(C(=O)C(C)Oc2ccc(S(=O)(=O)N3CCCC3)cc2C(N)=O)CC1 (configuration not stated)
-1.4 | COc1ccc(NC(=O)CN2C(=O)NC(C)(C3CC3)C2=O)c(OC)c1 (configuration not stated)
-1.5 | CC(Sc1ncccn1)C(=O)NC1(C#N)CCCCC1 (configuration not stated)
-1.2 | C[C@]12C(=O)N(c3ccc(C(F)(F)F)cc3)C(=O)N1[C@H]1c3ccccc3OC[C@@H]1[C@H]2c1ccccc1
0.9 | S=C(Nc1cccc(Cl)c1)Nc1cccc2cnccc12
-0.8 | COc1ccc(Cl)cc1NC(=O)CN(C)C(=O)c1sccc1-c1ccccc1
1.7 | Cc1ccc(S(=O)(=O)N[C@@H](C)C(=O)OCC(=O)N2c3ccccc3NC(=O)C2(C)C)cc1
0.1 | Cc1nnc(-c2ccc(N3CCOCC3)c([N+](=O)[O-])c2)o1
-1.1 | Cc1cc(C)c(C)c(S(=O)(=O)N[C@@H](C)C(=O)OCC(=O)NC2CCCC(C)C2C)c1C (some centres not stated)
-1.5 | CC(C)n1cnc2c(NCc3ccccc3)cc(Cc3ccc(F)cc3)cc21
0.2 | Cc1ccc(C)c(NC(=O)COC(=O)CCNC(=O)c2ccco2)c1
-0.9 | O=C(c1cccc(S(=O)(=O)N2CCN(c3ccc(F)cc3)CC2)c1)N1CCCC1
0.1 | C=CC[C@@H](CC(=O)N[C@@H](CO)Cc1ccccc1)C(=O)N[C@H](COC(=O)[C@@H](CC=C)Cc1ccc(F)cc1)Cc1ccccc1
-0.5 | Cn1c(Cn2c(=O)sc3ccccc32)nnc1SCC(=O)NCc1ccc(F)cc1
-2.1 | COc1cc(NC(=O)c2cc3nc(C)cc(C)n3n2)c(OC)cc1Cl
-1.0 | CC(=O)c1ccc(S(=O)(=O)NCC(=O)NC(c2nc3ccccc3[nH]2)C(C)C)cc1 (configuration not stated)
-1.8 | O=C(COC(=O)CCC(=O)c1ccc(Cl)cc1)NCc1ccc(F)cc1
-0.6 | Nc1cc(Cl)ccc1C(=O)OCC(=O)N1CCCCCC1
-0.4 | O=C(CN1C(=O)NC2(CCCc3ccccc32)C1=O)c1ccc(F)c(F)c1 (configuration not stated)
-3.0 | CCOC(=O)[C@H]1[C@H]2COc3ccc(OC)cc3[C@@H]2N2C(=O)c3ccc(C)cc3NC(=O)[C@@]12C
-0.9 | CCOc1ccc(C=NNc2ccc(S(=O)(=O)Nc3ccccc3C(=O)O)cc2[N+](=O)[O-])cc1
0.9 | COCCn1c(C)cc(C(=O)COc2ccc(N(C)S(=O)(=O)c3ccc(C)cc3)cc2)c1C
-0.8 | Nc1c(C(=O)CSc2nccn2-c2ccc(Cl)cc2)c(=O)[nH]c(=O)n1C1CC1
-0.5 | CCN(CC)S(=O)(=O)c1cc(NC(=O)CSCc2c(C)noc2C)ccc1C
-0.8 | CCN(C[C@H]1N[C@@](Cc2ccccc2)(C(=O)OC)[C@H]2C(=O)N(C)C(=O)[C@@H]12)S(=O)(=O)c1ccccc1
1.2 | Cn1c(N)c(C(=O)COC(=O)/C=C/c2cccc(Br)c2)c(=O)n(C)c1=O
-0.3 | C[C@H]1COC(=O)[C@@H](Cc2ccc(F)cc2)C/C=C\C[C@@H](CC(=O)NCCO)C(=O)N1
11 | Cc1ccc(S(=O)(=O)CC(=O)N2CCN(c3ccc([N+](=O)[O-])cc3)CC2)cc1
-1.7 | Cc1ccc(C(=O)Nc2ccc(F)c(S(=O)(=O)N3CCOCC3)c2)s1
0.3 | COc1cccc(NC(=O)CN(C)C(=O)C(CCSC)NC(=O)c2ccco2)c1 (configuration not stated)
-1.3 | C[C@@H]1CN([C@@H](C)CO)C(=O)Cc2cc(NC(=O)Nc3ccc4c(c3)OCO4)ccc2O[C@@H]1CN(C)C(=O)NC1CCCCC1
0.2 | CCOC(=O)[C@H]1[C@H]2COc3ccc(Br)cc3[C@@H]2N2C(=O)c3cc(Br)ccc3NC(=O)[C@@]12C
-1.8 | COc1ccc(C(=O)NC(C)c2cccnc2)cc1S(=O)(=O)N(C)Cc1ccccc1 (configuration not stated)
0.2 | CCN(C(=O)COc1cc(OC)ccc1C(C)=O)C1CCS(=O)(=O)C1 (configuration not stated)
0.0 | O=C(NCC1COc2ccccc2O1)C1CCCN(S(=O)(=O)c2cccc3cccnc23)C1 (configuration not stated)
-1.1 | CCCn1nc(C(=O)Nc2cc(S(=O)(=O)Nc3ccc(OC)cc3)ccc2O)c2ccccc2c1=O
-3.2 | Cn1cccc1/C=C1\SC(=S)N(CC(=O)O)C1=O

Reformatted: entries from further up.
mol	STK33 kinase inh
NC(=O)C1CCCN(CC(=O)Nc2cc(S(=O)(=O)N3CCOCC3)ccc2N2CCCC2)C1 (configuration not stated)	-1.5
Cc1cccc(C)c1NC(=O)COC(=O)[C@@H]1CCCN1C(=O)c1cccs1	0.5
